High-throughput results as filed in PubChem BioAssay.
rCAG binder: binders of r(CAG) RNA repeats, primary screen, biochemical, fluorescence | r(CAG) RNA repeat, TO-PRO-1 dye displacement fluorescence | inhibition, % at 3 µM | hit rate 1.3% among 370,000;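 active = inhibition above the plate cutoff, the mean of all test compounds on that plate plus 3 SD, cut at about 35% in these data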;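 also: 0% = DMSO alone and 100% = 100 µM mitoxantrone as full dye displacement; higher means more dye released from RNA so lower well fluorescence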
GC-B act: human GC-B receptor activators, primary screen, HEK293 GC-B cells, cGMP TR-FRET, EC30 CNP | Atrial natriuretic peptide receptor 2 (Homo sapiens), P20594 | 0% at EC30 CNP, 100% saturating CNP | activation, % at 10 µM | hit rate 0.11% among 370,000 | AID 1920062, 2024;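 active = activation at 10 µM reaching about 35% in either raw or pattern-adjusted values, limit read from the data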
mABHD4 FP: ABHD4 inhibitors, primary screen, biochemical, fluorescence polarization, mouse; hit rate 0.54% among 370,000; inhibition, % at 8.92 µM; purified mABHD4, FP-Rh probe fluorescence polarization; AID 720543, 2013;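 active = inhibition exceeding the mean over every tested compound plus 3 SD, cut at about 30% in these data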;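 also: 0% = plate median of compound wells and 100% = S159A mutant with DMSO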
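assay system = mABHD4 protein | compound dosing = single nominal dose of 8.92 µM, 0.89% DMSO final | read-out basis = percent inhibition of probe binding, normalized to plate controls | schedule = Enzyme–compound pre-incubation 45 min, then probe 60 min, both 25 °C | detection = fluorescence polarization, excitation 525 nm, emission 598 nm, BODIPY TMR filters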
NR1D1 modulator: modulators of Rev-erb alpha DNA binding, primary screen, biochemical, FITC-DNA, fluorescence polarization, uHTS; Nuclear receptor subfamily 1 group D member 1 (Homo sapiens), P20393; hit rate 0.79% among 370,000; Rev-erbα–FITC-DNA binding, 90 min; activity, % at 10 µM;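 active = activity above about 14%, limit read from the data; passing the limit was not always enough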;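 also: 0% = DMSO wells with 35 nM protein and 100% = DMSO wells with 750 nM protein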
HTRA1 inh: HTRA1 serine protease inhibitors, primary screen, biochemical, fluorescence polarization, HTS; hit rate 0.5% among 340,000; Q92743; AID 504803, 2011; inhibition, % at 5.96 µM; recombinant HTRA1, FP-rhodamine activity-based probe; in the data active = inhibition above about 36%;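 also: 0% = enzyme with DMSO and 100% = wells lacking enzyme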
Target sequence (Q92743 whole entry, looked up): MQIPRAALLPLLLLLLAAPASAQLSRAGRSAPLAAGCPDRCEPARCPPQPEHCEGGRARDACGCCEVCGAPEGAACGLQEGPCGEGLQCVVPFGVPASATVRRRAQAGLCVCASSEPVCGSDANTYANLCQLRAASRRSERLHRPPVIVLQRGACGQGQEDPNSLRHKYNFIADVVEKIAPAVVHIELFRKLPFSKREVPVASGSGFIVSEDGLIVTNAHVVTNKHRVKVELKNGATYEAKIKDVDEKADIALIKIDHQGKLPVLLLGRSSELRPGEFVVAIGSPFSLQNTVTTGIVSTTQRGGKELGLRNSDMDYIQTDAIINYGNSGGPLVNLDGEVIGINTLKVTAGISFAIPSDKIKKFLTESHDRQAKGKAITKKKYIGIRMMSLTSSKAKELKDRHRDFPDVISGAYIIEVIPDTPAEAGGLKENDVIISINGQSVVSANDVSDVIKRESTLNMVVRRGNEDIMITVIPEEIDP
GC-A act: GC-A stimulated cGMP production enhancers – HEK293 GC-A cells, cGMP TR-FRET, EC30 ANP, primary screen. 0% at EC30 ANP, 100% saturating ANP. activation, % at 10 µM. hit rate 0.14% among 370,000; in the data active = activation above about 40%
ASAP1 inh: inhibitors of human ASAP1 ArfGAP activity, primary screen, biochemical, fluorescence polarization; AID 624377, 2012; ASAP1-stimulated ARF1 GTP hydrolysis, GDP FP detection; hit rate 0.19% among 360,000; inhibition, % at 16.5 µM; in the data active = inhibition above about 25%;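 also: 0% = vehicle with enzyme and substrate and 100% = no enzyme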
Target sequence (Q9ULH1 325-724 limits assumed): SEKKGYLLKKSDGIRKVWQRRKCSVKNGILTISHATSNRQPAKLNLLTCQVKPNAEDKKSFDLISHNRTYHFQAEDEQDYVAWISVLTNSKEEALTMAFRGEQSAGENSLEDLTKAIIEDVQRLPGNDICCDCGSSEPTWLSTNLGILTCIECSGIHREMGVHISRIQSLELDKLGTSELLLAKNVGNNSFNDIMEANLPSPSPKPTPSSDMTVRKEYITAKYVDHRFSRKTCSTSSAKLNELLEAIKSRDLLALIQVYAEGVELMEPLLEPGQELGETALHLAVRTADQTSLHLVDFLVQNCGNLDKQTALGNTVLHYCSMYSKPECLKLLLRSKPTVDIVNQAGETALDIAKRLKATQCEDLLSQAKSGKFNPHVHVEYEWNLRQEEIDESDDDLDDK
ARFGAP1 inh: inhibitors of rat ARFGAP1 GAP activity, primary screen, biochemical, fluorescence polarization, GDP tracer. Arfgap1-stimulated ARF1 GTP hydrolysis, GDP FP detection. inhibition, % at 16.5 µM. hit rate 0.26% among 360,000. ADP-ribosylation factor GTPase-activating protein 1 (Rattus norvegicus), Q62848;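 active = inhibition above a per-plate limit, mean inhibition of low control wells plus 3 SD, cut at about 25% in these data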;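 also: 0% = DMSO wells with enzyme and 100% = wells lacking Arfgap1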
Target sequence (Q62848 1-136 limits assumed): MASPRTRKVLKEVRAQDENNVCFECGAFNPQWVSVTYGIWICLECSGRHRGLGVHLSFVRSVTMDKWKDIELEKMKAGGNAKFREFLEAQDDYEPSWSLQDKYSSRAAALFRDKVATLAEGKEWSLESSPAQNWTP
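Material: rat Arfgap1 catalytic domain, aa 1-136; also added: human ARF1(Δ1-17)-GTP substrate; compound dosing: one concentration, 16.5 µM, DMSO 1.26%; incubation: GTP hydrolysis reaction 2 h at 25 °C; measured by: Tracer-displacement fluorescence polarization with EDTA stop, 620/688 nm; evaluation: % inhibition from polarization; repeats: one replicate per compound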
SMARCA2 activ: SMARCA2 (BRM) function activators, primary screen, cell-based, luminescence, high throughput; AID 652017, 2013; activation, % at 9.1 µM; MG213 cells, MMTV-luciferase reporter, dexamethasone, overnight; hit rate 1% among 370,000; in the data active = activation above about 7.8%;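 also: 0% = vehicle wells and 100% = reference activator wells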
PG9 binder: binders of HIV-1 gp120 antibody PG9, primary screen, biochemical, TR-FRET. hit rate 0.43% among 360,000. TR-FRET gp120-PG9 antibody binding. inhibition, % at 6.7 µM; in the data active = inhibition above about 8.5%
Numbers without * were called inactive; . = no result given. The order is random; about 4.4% have a hit in one of these screens.

SMILES | rCAG binder | GC-B act | mABHD4 FP | NR1D1 modulator | HTRA1 inh | GC-A act | ASAP1 inh | ARFGAP1 inh | SMARCA2 activ | PG9 binder
CCCCCC(=O)Nc1cccc(C2=NOC3(C2)C[C@@H](C(N)=O)N(C(=O)C2(C)CC2)C3)c1 (stereo partly specified) | -3.5 | -3.0 | 2.1 | 1.2 | -0.5 | -1.1 | 11.5 | 2.0 | 0.5 | 2.3
CCc1cccc2sc(NC(=O)c3ccc(N4C(=O)CCC4=O)cc3)nc12 | 0.6 | 0.5 | -1.0 | 3.0 | -3.2 | 2.9 | -6.2 | 5.4 | -0.7 | -0.7
CNc1ncnc2c1ncn2[C@H]1CN(Cc2ccc(-c3ccccc3)cc2)C[C@@H](CO)O1 | 4.0 | 2.2 | 2.8 | -8.8 | . | 3.9 | -8.4 | -5.0 | -0.5 | -0.1
Cc1cc(C(=O)CCl)c(C)n1-c1c(C)n(C)n(-c2ccccc2)c1=O | 2.7 | 3.8 | 2.2 | 2.1 | -4.8 | 1.4 | -17.1 | 0.2 | -0.3 | -0.4
COc1ccccc1Nc1nc(-c2ccccc2O)nc2ccccc12 | 6.3 | -4.1 | 4.8 | 11.1 | -4.6 | 4.4 | -6.9 | 9.5 | 0.1 | -0.9
O=C(Nc1ccc(F)cc1)Oc1ccccc1N1CCOCC1 | -1.2 | 2.7 | -1.4 | 1.7 | -0.2 | 0.3 | 3.6 | 7.7 | -1.7 | -0.4
O=C(O)C(C(O)c1ccc([N+](=O)[O-])cc1)[n+]1ccccc1 (stereo unspecified) | 2.2 | 3.5 | -2.7 | 0.5 | 5.5 | -1.6 | 3.0 | -5.7 | 1.1 | -4.0
c1ccc(-c2nnc(CN3CCCc4ccccc43)o2)cc1 | 3.9 | 6.3 | 2.5 | -2.4 | -2.4 | -1.9 | 6.6 | 7.5 | 3.6 | -2.2
O=C1CN2NC(=S)N(c3ccc(Cl)cc3)C2=CN1c1ccc(Cl)cc1 | 7.5 | -7.2 | 2.3 | -2.2 | 8.0 | 2.1 | -1.3 | -1.2 | 0.6 | 1.6
CC1(c2nnc(-c3ccccc3)o2)CC(c2ccc(Cl)cc2)=NO1 (stereo unspecified) | -1.4 | -2.6 | -3.8 | 6.5 | -30.0 | 2.2 | 0.9 | -2.7 | -0.7 | -0.3
CN1C(=O)/C(=C2\SC(=S)N(C(CCC(=O)O)C(=O)O)C2=O)c2ccccc21 (stereo unspecified) | 4.8 | 3.2 | 3.1 | 4.9 | 0.5 | -1.3 | 10.7 | 17.1 | -2.6 | 1.4
CCc1ccccc1N=C1S/C(=C/c2ccccc2OCC(=O)N2CCOCC2)C(=O)N1C | 10.5 | 9.9 | -10.5 | 3.6 | -35.2 | -2.0 | 4.1 | 1.8 | -2.2 | 1.6
CC(C)Cc1nc(Nc2ccccc2C#N)c2nnn(Cc3ccccc3)c2n1 | -2.4 | 9.7 | -25.7 | 3.5 | -46.6 | 5.3 | -13.6 | -3.8 | -2.6 | -1.4
N=c1c2c(n(Cc3ccc(Cl)cc3)c3c1CCC3)CCC2 | 6.6 | -3.6 | -6.9 | -3.5 | -3.8 | 5.5 | 7.7 | 3.8 | -7.0 | -2.3
CC(C)CC(O)(CC(C)C)c1cn(C(=O)N(c2ccccc2)c2ccccc2)nn1 | . | 0.7 | 0.6 | 0.0 | . | -0.7 | . | . | . | .

3 compounds from above, reduced to mABHD4 FP and SMARCA2 activ:
SMILES | mABHD4 FP | SMARCA2 activ
Cc1cc(C(=O)CCl)c(C)n1-c1c(C)n(C)n(-c2ccccc2)c1=O | 2.2 | -0.3
O=C(Nc1ccc(F)cc1)Oc1ccccc1N1CCOCC1 | -1.4 | -1.7
COc1ccccc1Nc1nc(-c2ccccc2O)nc2ccccc12 | 4.8 | 0.1

Remaining list, next part:
SMILES | rCAG binder | GC-B act | mABHD4 FP | NR1D1 modulator | HTRA1 inh | GC-A act | ASAP1 inh | ARFGAP1 inh | SMARCA2 activ | PG9 binder
COC(=O)c1cn(NC(=O)C2COc3ccccc3O2)c(=O)c2ccccc12 (stereo unspecified) | 1.2 | 6.3 | -0.9 | -5.3 | -0.8 | 1.6 | -5.8 | -0.5 | 1.6 | 0.0
CCOc1ccc(OCCC(=O)NNC(=O)c2ccccc2Cl)cc1 | 1.7 | -1.7 | 0.7 | -3.0 | 7.4 | 5.0 | -2.1 | 0.9 | -1.1 | -0.1
Cc1ccc(-c2cn(-c3ccccc3)c(=S)[nH]2)cc1C | 6.9 | -2.5 | 11.2 | -1.4 | -3.3 | 0.8 | -0.9 | 4.0 | 1.1 | -1.2
O=c1c2[nH]c3ccc(F)cc3c2ncn1CCN1CCN(Cc2ccccc2)CC1 | 0.1 | -1.8 | 10.5 | -2.8 | -5.5 | -2.8 | -1.0 | 2.8 | -1.1 | -1.0
O=C1CCCc2nc3c(cc21)C(O)Oc1ccccc1-3 (stereo unspecified) | -0.2 | 8.1 | 6.3 | -3.5 | 0.7 | 8.0 | 2.3 | 2.9 | -2.4 | 0.2
N#Cc1cnn(-c2nc(SCc3ccccc3)nc3sc4c(c23)CCCC4)c1N | 12.6 | 2.7 | -14.2 | 0.4 | -0.5 | 5.2 | 5.7 | 17.6 | -2.9 | -0.6
CC1(C(=O)NS(=O)(=O)c2cccc(OC(F)F)c2)CCN1C(=O)Cc1ccsc1 (stereo unspecified) | 3.3 | 3.1 | -0.3 | -2.9 | . | -0.8 | -0.5 | -6.1 | -2.5 | -0.3
Cc1cc(C)nc(SCCn2c(N3CC(C)OC(C)C3)nc3c2c(=O)n(C)c(=O)n3C)n1 (stereo unspecified) | -8.7 | 4.3 | 4.4 | 2.9 | 3.8 | 1.3 | 11.3 | 6.7 | -2.2 | 0.0
CCS(=O)(=O)c1ncc(Cl)c(C(=O)Nc2ccc(C)cc2)n1 | -3.2 | 4.1 | 1.2 | -10.2 | -7.3 | 36.6 | 1.8 | 1.2 | -8.7 | 1.6
Cc1[nH]c2ccc(OC(F)(F)F)cc2c1CCN1C(=O)c2ccc(C(=O)O)cc2C1=O | 47.9* | 3.1 | 17.4 | -7.0 | -21.1 | -1.3 | 3.5 | 7.8 | -1.0 | 0.1
Cc1ccc2sc(C)[n+](CCC(C)S(=O)(=O)[O-])c2c1 (stereo unspecified) | 11.1 | 5.3 | -3.5 | 3.5 | -1.9 | 8.4 | 3.9 | -4.1 | 1.1 | -1.0
CCn1c(CNC(=O)c2cccc(C)c2)nc2ccccc21 | 1.3 | -0.6 | -2.4 | -1.0 | -7.1 | -1.1 | -8.0 | -5.3 | 1.9 | -0.7
C=C(C)Cn1c(SCC(=O)N/N=C/c2ccccc2OCC(=O)O)nnc1-c1ccc(Br)cc1 | 21.5 | -3.2 | -3.5 | 1.1 | -4.0 | 0.5 | -2.8 | 7.7 | -5.7 | -0.2
OC[C@@H]1CN(CCN2CCOCC2)C[C@H](n2cnc3c(NC4CCCC4)ncnc32)O1 | 0.9 | -1.4 | -0.9 | -6.1 | . | -1.0 | -0.4 | -26.4 | -1.3 | -0.8
Clc1ccc(OCc2cnc(Cl)s2)cc1 | -5.1 | -0.8 | -6.1 | 8.4 | -1.1 | 3.0 | 13.5 | -0.1 | 1.0 | -0.8
CCCCCCCCN1C(=O)[C@@H](CC(=O)NCc2ccc(OC)c(OC)c2)C[C@@]2(C(=O)OC)C1=C[C@H](C1CCCC1)O[C@@H]2C | 12.6 | 5.1 | -6.8 | 2.2 | . | 0.4 | 7.0 | 6.6 | 0.4 | 1.8
COc1ccc(-c2cc(C(F)F)n3ncc(C(=O)N4CCCc5ccccc54)c3n2)cc1 | 2.4 | -13.4 | -2.9 | 10.1 | -0.4 | -19.9 | 7.7 | -13.5 | 0.7 | -2.1
O=C(Nc1ncc(Cc2cccc(Cl)c2Cl)s1)C1CCCO1 (stereo unspecified) | -5.4 | 1.5 | -4.0 | -1.7 | -1.4 | 7.3 | -5.2 | 2.2 | 4.2 | 0.2
COc1ccc2ccccc2c1CN1CCSCC1 | -2.8 | 2.0 | -3.5 | 0.2 | -2.5 | 0.6 | -7.3 | 14.7 | 6.4 | 0.7
Cc1cccc(NC(=O)n2ccc3ccc(-c4ccc5cc[nH]c5c4)cc32)c1 | 31.5 | -0.4 | -32.5 | -3.4 | . | -10.6 | . | . | -4.4 | .
CN(C)S(=O)(=O)c1ccc2c(c1)nc(CCC(=O)NCc1ccc(Cl)cc1)n2C | 3.5 | -1.3 | 0.9 | 3.2 | -8.8 | -1.6 | -0.1 | -11.7 | -0.6 | 0.2
CCOC(=O)[C@H]1[C@H]2COc3cc(OC)ccc3[C@@H]2N2C(=O)c3cc(OC)ccc3NC(=O)[C@@]12C | -3.7 | -4.9 | -8.1 | -2.5 | -17.6 | -4.5 | -0.8 | 1.0 | -0.9 | -1.9
Cc1noc(C)c1S(=O)(=O)NC(=O)C1(C)CCN1C(=O)c1ccc(C2CCCCC2)cc1 (stereo unspecified) | 26.9 | 1.8 | -0.9 | -6.1 | . | 4.3 | -0.1 | -0.8 | -1.9 | 0.9
COc1ccccc1NC(=O)CN(c1ccccc1OC)S(=O)(=O)c1ccccc1 | -3.3 | -6.8 | 10.0 | -1.7 | -10.0 | -8.6 | 2.0 | 4.1 | -2.2 | -2.3
Cc1cccc(C)c1NC(=O)CNC(=O)c1cccc(S(=O)(=O)NCc2cccs2)c1 | 2.6 | 5.4 | -2.1 | -8.4 | 1.9 | 1.1 | 4.8 | 6.4 | -1.8 | 0.4
Cc1ccccc1NCC(=O)N=Nc1c(O)[nH]c2ccc([N+](=O)[O-])cc12 | 25.5 | 34.6 | 15.1 | 3.5 | 12.6 | 31.6 | -0.9 | 6.6 | -5.1 | -2.3
CCOC(=O)c1cccc(C2=CC(=O)CC(C)(C)C2)c1 | -2.9 | 1.2 | 6.2 | -3.0 | -11.0 | 2.2 | 9.6 | 2.7 | 0.7 | 0.9
O=C1N/C(=C/c2ccsc2)C(=O)N1c1ccccc1 | -0.8 | 0.9 | -1.0 | -4.7 | 4.7 | 1.4 | 8.2 | 8.2 | 5.3 | -1.8

In another format: 2 of the compounds above.
canonical_smiles: CCCCCCCCN1C(=O)[C@@H](CC(=O)NCc2ccc(OC)c(OC)c2)C[C@@]2(C(=O)OC)C1=C[C@H](C1CCCC1)O[C@@H]2C
  rCAG binder: 12.6; GC-B act: 5.1; mABHD4 FP: -6.8; NR1D1 modulator: 2.2; HTRA1 inh: .; GC-A act: 0.4; ASAP1 inh: 7.0; ARFGAP1 inh: 6.6; SMARCA2 activ: 0.4; PG9 binder: 1.8
canonical_smiles: COc1ccc(-c2cc(C(F)F)n3ncc(C(=O)N4CCCc5ccccc54)c3n2)cc1
  rCAG binder: 2.4; GC-B act: -13.4; mABHD4 FP: -2.9; NR1D1 modulator: 10.1; HTRA1 inh: -0.4; GC-A act: -19.9; ASAP1 inh: 7.7; ARFGAP1 inh: -13.5; SMARCA2 activ: 0.7; PG9 binder: -2.1
